Dynein transport = dynein cargo transport inhibition; 3617.4 mouse cells, GR-EGFP nuclear translocation imaging; test concentration mostly 20 µM; stimulated with dexamethasone, 1 µM; active compounds read low; z-score, hits read low; 220,000 tested, 0.47% active; AID 1381;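 active = plate z-score of nuclear minus cytoplasmic receptor signal below a set negative limit, without overly bright fluorescence or cell loss, cut at about -3.5 in these data, passing the limit was not always enough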;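 also: z-score of nuclear minus cytoplasmic ring GR-EGFP intensity difference per well; some compounds called inactive have numbers as strong as hits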
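medium = tetracycline-free induction medium containing charcoal-stripped FBS | also added = 1.0 µM final dexamethasone stimulus | schedule = 48 h induction, 1 h compound, 30 min dex at 37 °C | technique = fixed, Hoechst-stained cells imaged at 10x for EGFP | measure = GR-EGFP nuclear translocation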
AID2073 = inhibitors of Mint1-CaV2.2 protein interaction, biochemical, HTRF (AID 2073); HTRF protein-protein interaction, Mint1-CaV2.2; higher % means a stronger effect; inhibition, % at 20 µM; hits with a dose series show IC50 in µM; 290,000 tested, 0.19% active; in the data active = inhibition mostly above about 51%, no sharp cut-off; inconclusive = no clear call, values can overlap the other calls; inactive = mostly below about 53%; also: some results filed as inactive read as strong as hits
HEK293 NOD2/NF-kB = NOD2 signaling inhibitors, cell-based, luminescence, uHTS, HEK293 (AID 1566); HEK293 NOD2/NF-kB luciferase reporter, luminescence; higher % means a stronger effect; one-dose inhibition, % at 4 µM; EC50 in µM for titrated hits; 290,000 tested, 0.63% active; also: many of its hits are not listed in these tables
KOR beta-arrestin-1 = kappa opioid receptor activators – cell-based, luminescence, uHTS, primary screen (AID 1777) | KOR beta-arrestin recruitment, luminescence; higher % means a stronger effect | activation, % at 10 µM; hits with a dose series show EC50 in µM | 280,000 tested, 0.02% active; in the data active = activation above about 50%, passing the limit was not always enough; also: a part of the inactive calls stands beside numbers as strong as those of hits
KOR beta-arrestin-2 = kappa opioid receptor blockers – cell-based, luminescence, uHTS (AID 1778); inhibition, % at 10 µM, or IC50 in µM where a hit was titrated; 290,000 tested, 0.091% active; KOR beta-arrestin recruitment, luminescence, antagonist mode; higher % means a stronger effect; also: strong numbers were not always called active
NOD1 inhibition = NOD1 signaling inhibitors, primary screen, cell-based, luminescence, uHTS (AID 1578); NOD1-driven NF-kB luciferase reporter cells, luminescence; higher % means a stronger effect; 290,000 tested, 1% active; inhibition, % at 4 µM; hits with a dose series show EC50 in µM; in the data active = inhibition mostly above about 36%, no sharp cut-off; inactive = mostly below about 34%;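 also: HEK-293T reporter cells stimulated with the NOD1 agonist gamma-tri-DAP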
GPR55 activation = selective activators of receptor GPR55 – imaging, U2OS cells, beta-arrestin-GFP redistribution, primary screen (AID 1961) | U2OS GPR55 beta-arrestin-GFP redistribution imaging; higher % means a stronger effect | one-dose activation, % at 10 µM; EC50 in µM for titrated hits | 290,000 tested, 0.048% active;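 active = activation above 40% with more than 50 cells counted in the well; inconclusive = wells holding fewer than 50 cells, flagged as toxic or sparse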;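 also: U2OS osteosarcoma cells stably expressing GPR55 and beta-arrestin-GFP; plate controls were DMSO negative control for no effect and LPI positive control for full effect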
P. falciparum M17LAP = P. falciparum M17LAP inhibitors, primary screen, biochemical, fluorogenic H-Leu-NHMec substrate, 1536-well (AID 1619) | recombinant M17LAP, H-Leu-NHMec fluorogenic kinetic assay; higher % means a stronger effect | inhibition, % at 30 µM; hits with a dose series show IC50 in µM | 220,000 tested, 0.38% active;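 active = compound inhibiting the enzyme by more than half at any dose during confirmatory dose-response retesting; inconclusive = strong single-dose inhibitors picked by rank but not retested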;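 also: plate controls were full reaction with DMSO carrier for no effect and no enzyme background for full effect; strong numbers were not always called active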
M1AAP inhibition = malaria alanyl aminopeptidase activity blockers – biochemical, fluorogenic H-Leu-NHMec substrate, 1536-well (AID 1445) | one-dose inhibition, % at 30 µM; IC50 in µM for titrated hits | 220,000 tested, 0.42% active | recombinant M1AAP, H-Leu-NHMec fluorogenic kinetic assay; higher % means a stronger effect;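 active = primary inhibition above the hit cutoff, then over 50% inhibition at one or more dose response concentrations, cut at about 23% in these data, passing the limit was not always enough; inconclusive = conflicting primary data, or primary hits not chosen for dose response; inactive = low primary inhibition, or under 50% at every dose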;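 also: plate controls were DMSO full reaction for no effect and no enzyme background for full effect; strong numbers were not always called active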
Dynein transport cytoplasmic EGFP = also measured in Dynein transport; calls as there; z-score; measured here: cytoplasmic GR-EGFP intensity; active compounds read high
Dynein transport nuclear GR-EGFP = further read-out of Dynein transport, marked with its call; z-score; measured here: nuclear GR-EGFP intensity;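 lower value marks the stronger effect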
Dynein transport cell count = also measured in Dynein transport; calls as there; z-score; measured here: cell count per field
* = called active by the depositor; ? = inconclusive; nt = no result given; [ ] = dose if it differs, or a comment. Rule as the data show it, unless noted: active = inhibition above about 50%; inactive = the rest. These rows are one share of the data; the hit share may differ from the screen's.

SMILES	Dynein transport	Dynein transport cytoplasmic EGFP	Dynein transport nuclear GR-EGFP	Dynein transport cell count	AID2073	HEK293 NOD2/NF-kB	KOR beta-arrestin-1	KOR beta-arrestin-2	NOD1 inhibition	GPR55 activation	P. falciparum M17LAP	M1AAP inhibition
CCOC(=O)c1sc(NC(=O)CSc2nc(C)cc(-c3ccccc3)n2)c(C#N)c1C	1.2	-0.22	0.91	-0.086	6%	19%	-2.4%	-10%	-2%	0.3%	1%	7%
O=S(=O)(c1ccc(NCC2CCCCC2)nc1)N1CCOCC1	-0.38	-0.19	-0.025	0.13	0%	-10%	-1.5%	7%	-1%	-0.2%	1%	8%
Cc1ccoc1C(=O)N1CCCC(CCC(=O)N2CCN(c3ccccn3)CC2)C1 (centres undefined)	-0.47	-0.22	-0.086	0.055	6%	-7%	nt	-10%[20 µM]	-22%	-0.1%	-1%	-2%
COc1cc(CCC(=O)N2CCN(c3ccccc3Cl)CC2)cc(OC)c1OC	nt	nt	nt	nt	9%	5%	-1.1%	11%	0%	0.0%	nt	nt
O=C(/C=C/c1ccc(Cl)cc1)N(Cc1ccccc1)C1CCS(=O)(=O)C1 (centres undefined)	-0.8	-0.24	-0.11	0.91	-3%	-1%	-0.6%	31%	-20%	-0.5%	4%	-1%
CCn1c(SCC(=O)NNC(=O)c2ccco2)nnc1-c1ccco1	-0.51	-0.36	-0.42	0.91	9%	14%	-6.9%	6%	-16%	-0.3%	-5%	4%
COc1ccc(-c2cc(=O)n(-c3nc4ccccc4[nH]3)[nH]2)cc1	-0.93	-0.17	-0.62	0.31	12%	-158%	-5.9%	9.1µM*	-2%	-0.2%	7%	-9%
CCOC(=O)C1=C(CN2CCOCC2)NC(=O)NC1c1cccc([N+](=O)[O-])c1 (centres undefined)	1.2	0.017	0.49	-2.1	-1%	5%	nt	-18%[20 µM]	-25%	0.2%	11%	4%
COc1ccccc1C(=O)Oc1ccccc1C(=O)Nc1ccccc1	-1.5	-0.23	-0.73	0.86	-2%	-19%	1.6%	-12%	-33%	0.6%	-1%	6%
COc1ccc(CN(C)c2nc(-c3cccnc3)nc3ccccc23)cc1OC	-0.54	-0.21	-0.56	0.24	-10%	32%	-2.9%	-13%	36%	-0.3%	-1%	1%
S=C(Nc1ccc2nsnc2c1)N1CCCCCC1	-0.68	-0.32	-0.32	0.94	?	-46%	nt	-179%[20 µM]	-74%	-0.1%	17%	4%
O=C(CN1CCN(c2nc(-c3ccccc3)cs2)CC1)NCc1ccc2c(c1)OCO2	0.64	0.12	0.75	-0.83	-14%	-70%	-6.0%	20%	7%	-0.2%	8%	5%
COc1ccc(-c2nnn(CC(=O)NCCc3c[nH]c4ccccc34)n2)cc1OC	-0.86	0.19	-0.63	1	23%	6%	2.6%	-22%	7%	0.4%	-4%	7%
COc1cc(CNCCNC(=O)c2nonc2N)ccc1OCc1ccc(Cl)nc1	-0.016	-0.31	-0.09	0.11	3%	-1%	-5.0%	13%[20 µM]	-23%	0.3%	-1%	4%
COc1cc2ccccc2cc1C(=O)Nc1ccc(CN2CCOCC2)cc1	nt	nt	nt	nt	7%	-26%	3.7%	-14%	7%	0.0%	nt	nt
O=c1[nH]c2ccc(S(=O)(=O)N3CCN(c4ccccc4)CC3)cc2[nH]c1=O	-0.37	-0.2	0.27	0.29	-3%	14%	2.1%	-49%	21%	-0.1%	40%	4%
O=C(O)C1CC(O)CN1S(=O)(=O)c1cccs1 (centres undefined)	0.037	-0.096	0.4	-0.52	10%	5%	-3.4%	20%	-8%	-0.1%	1%	-2%
CC(C)=NOC(=O)c1ccc(-c2ccccc2)cc1	-0.98	0.33	-0.55	0.57	-1%	4%	3.4%	-13%	0%	-0.2%	-15%	2%
CC1CCN(c2ccc(C(=O)NCc3ccc4c(c3)OCO4)cc2[N+](=O)[O-])CC1	0.29	-0.26	0.22	-0.082	2%	7%	3.3%	4%	-38%	0.2%	-6%	1%
CCCCC(=O)Nc1cnc(NC(=O)c2cccs2)cc1C	nt	nt	nt	nt	-4%	-37%	-5.7%	-8%[20 µM]	-73%	0.0%	nt	nt
Cc1cc(C=O)c(C)n1-c1ccc(N2CCOCC2)c([N+](=O)[O-])c1	0.28	-0.33	0.42	-0.12	20%	7%	-5.8%	-3%	-20%	-0.3%	2%	5%
Cc1cc([N+](=O)[O-])nn1CC(=O)NCc1ccc(Cl)cc1	nt	nt	nt	nt	11%	11%	-2.7%	-21%[20 µM]	5%	-0.1%	nt	nt
O=C(Nc1ccc(Oc2ccccc2)nc1)C1CCCCN1Cc1cccc(OCCO)c1 (centres undefined)	nt	nt	nt	nt	9%	-8%	6.0%	-18%	-28%	-0.1%	nt	nt
N=c1sccn1CC(=O)NCCc1ccc(Cl)cc1	-0.38	-0.35	-0.3	0.64	-3%	3%	-0.4%	-71%	-28%	0.7%	4%	-6%
COC(=O)c1cc(COc2ccc3c4c(c(=O)oc3c2)CCCC4)c(C)o1	0.035	-0.25	0.39	0.65	4%	-5%	31%	-35%	-68%	-0.3%	-3%	7%
COc1ccc(OC(C)C(=O)Nc2cccnc2)cc1 (centres undefined)	-0.67	-0.35	-0.16	0.3	-5%	6%	-1.6%	-2%	-12%	0.1%	11%	0%
COc1ccc(NC(=O)CSc2nnc(CNc3ccc(F)cc3)o2)c(OC)c1	1.3	-0.026	0.58	-0.95	4%	7%	-4.1%	29%	-22%	-0.1%	2%	10%
Cc1ccc2c(C(=O)CN3CCC(C(N)=O)CC3)c(C)[nH]c2c1	nt	nt	nt	nt	3%	22%	-5.5%	-20%	-7%	0.3%	nt	nt
O=C1CC(=O)c2c1cccc2[N+](=O)[O-]	-0.44	-0.17	0.1	-0.18	22%	16%	0.0%	11%	-1%	-0.3%	24%	?
CC(C)c1ccc(NC(=O)C2CCCN(S(=O)(=O)c3cccnc3)C2)cc1 (centres undefined)	nt	nt	nt	nt	11%	16%	-7.4%	-4%	-9%	-0.2%	nt	nt
COc1ccc(C(=O)OCC(=O)NC(C)(C)C)cc1[N+](=O)[O-]	-0.16	-0.27	-0.17	0.016	4%	4%	-1.6%	-10%	-27%	0.8%	-6%	1%
CCCC1CC(C(=O)NC(C(C)Cl)C2OC(SC)C(O)C(O)C2O)N(C)C1 (centres undefined)	nt	nt	nt	nt	-2%	0%	-1.3%	-15%[20 µM]	-32%	-0.1%	nt	nt
COc1nccnc1NS(=O)(=O)c1ccc(NC(=S)NC(=O)c2cccnc2)cc1	0.076	0.086	0.61	0.29	?	19%	0.1%	18%	12%	-0.1%	9%	5%
CCn1nnnc1NCc1ccc(SC)cc1	nt	nt	nt	nt	7%	19%	-5.2%	12%[20 µM]	-23%	-0.1%	nt	nt
CC(C)C(=O)Nc1ccc(NC(=O)c2ccccn2)cn1	0.38	-0.43	0.17	0.63	-9%	-62%	0.5%	15%	-14%	0.6%	8%	-5%
CCc1c(C)nc2cc(-c3ccc(OC)c(OC)c3)nn2c1N1CCC(C)CC1	-0.67	-0.12	-0.94	-0.17	6%	-12%	-2.1%	9%	33%	-0.1%	-2%	5%

Seven structures from above, arranged by number of heavy atoms, highest first:
SMILES	Dynein transport	Dynein transport cytoplasmic EGFP	Dynein transport nuclear GR-EGFP	Dynein transport cell count	AID2073	HEK293 NOD2/NF-kB	KOR beta-arrestin-1	KOR beta-arrestin-2	NOD1 inhibition	GPR55 activation	P. falciparum M17LAP	M1AAP inhibition
COc1nccnc1NS(=O)(=O)c1ccc(NC(=S)NC(=O)c2cccnc2)cc1	0.076	0.086	0.61	0.29	?	19%	0.1%	18%	12%	-0.1%	9%	5%
COc1ccc(NC(=O)CSc2nnc(CNc3ccc(F)cc3)o2)c(OC)c1	1.3	-0.026	0.58	-0.95	4%	7%	-4.1%	29%	-22%	-0.1%	2%	10%
CCCC1CC(C(=O)NC(C(C)Cl)C2OC(SC)C(O)C(O)C2O)N(C)C1 (centres undefined)	nt	nt	nt	nt	-2%	0%	-1.3%	-15%[20 µM]	-32%	-0.1%	nt	nt
Cc1ccc2c(C(=O)CN3CCC(C(N)=O)CC3)c(C)[nH]c2c1	nt	nt	nt	nt	3%	22%	-5.5%	-20%	-7%	0.3%	nt	nt
CC(C)C(=O)Nc1ccc(NC(=O)c2ccccn2)cn1	0.38	-0.43	0.17	0.63	-9%	-62%	0.5%	15%	-14%	0.6%	8%	-5%
COc1ccc(OC(C)C(=O)Nc2cccnc2)cc1 (centres undefined)	-0.67	-0.35	-0.16	0.3	-5%	6%	-1.6%	-2%	-12%	0.1%	11%	0%
O=C1CC(=O)c2c1cccc2[N+](=O)[O-]	-0.44	-0.17	0.1	-0.18	22%	16%	0.0%	11%	-1%	-0.3%	24%	?

(list continues)
SMILES	Dynein transport	Dynein transport cytoplasmic EGFP	Dynein transport nuclear GR-EGFP	Dynein transport cell count	AID2073	HEK293 NOD2/NF-kB	KOR beta-arrestin-1	KOR beta-arrestin-2	NOD1 inhibition	GPR55 activation	P. falciparum M17LAP	M1AAP inhibition
Cc1nc(C)c(-c2ccc(SCc3ccc([N+](=O)[O-])cc3)nn2)s1	nt	nt	nt	nt	-4%	-12%	6.2%	-39%	-4%	-0.2%	nt	nt
CCc1nnc(NC(=O)CCC(=O)NCc2ccc(C)cc2)s1	nt	nt	nt	nt	8%	8%	0.4%	-33%	-6%	0.8%	nt	nt
O=C(O)CC1(O)C(=O)N(Cc2ccccc2)c2ccccc21 (centres undefined)	0.15	-0.25	0.6	0.48	10%	19%	-0.2%	9%[20 µM]	-18%	-0.1%	nt	nt
CCOc1ccc(C(C)C)cc1S(=O)(=O)Nc1ccc(Cl)cn1	1.1	-0.26	-0.29	0.12	27%	-18%	8.3%	-40%	10%	0.0%	-5%	-15%
